Tau fibril ThT: inhibitors of human tau fibril formation, thioflavin T binding | P10636 | recombinant tau K18 P301L (four-repeat tau fragment), heparin-induced fibrillization, ThT fluorescence | Potency, µM (highest dose often 57.4 µM), inactives show at the top dose activity, negative = inhibition, most hits filed as inhibitors | 2.1% of 270,000 active | AID 1460; also: nearly all actives have a fitted effect of over 55% in size
Target sequence (P10636 561-689 P618L limits assumed): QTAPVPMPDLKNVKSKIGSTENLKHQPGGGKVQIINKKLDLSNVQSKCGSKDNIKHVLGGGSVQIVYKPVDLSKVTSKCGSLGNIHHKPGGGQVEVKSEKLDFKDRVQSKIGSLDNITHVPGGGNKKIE
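K18 P301L tau (15 uM + 0.24 uM Alexa 594-tagged), heparin 20 uM, NaOAc pH 7, 6 h 37 C; ThT 30 uM, 1 h RT, ex 450/em 510 nm.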
GoLoco inh red: inhibitors of human Gai1-RGS12 GoLoco interaction (red fluorophore); P63096; Gai1:RGS12 GoLoco peptide FP, rhodamine, 10 min; Potency, µM (doses to about 61.6 µM), inactives show top-dose activity, negative = inhibition, actives largely listed as inhibitors; 0.44% of 230,000 active; active = well fitted inhibition curve with a large enough effect, not every such curve was filed as active; inactive = no such curve, though single readings can be large or run the other way; also: nearly all actives have a fitted effect of over 30% in size; many of its hits are not listed in these tables
L3MBTL1 inh: blocks human L3MBTL1; Potency, µM (titrated, usually from 57.1 µM), for inactives: top-dose activity, negative = inhibition, usual class: inhibitors; Q9Y468; 0.66% of 230,000 active; AlphaScreen L3MBTL1–H3K9me1 peptide binding; AID 485360; also: nearly all actives have a fitted effect of over 60% in size
Target sequence (Q9Y468 whole entry, looked up): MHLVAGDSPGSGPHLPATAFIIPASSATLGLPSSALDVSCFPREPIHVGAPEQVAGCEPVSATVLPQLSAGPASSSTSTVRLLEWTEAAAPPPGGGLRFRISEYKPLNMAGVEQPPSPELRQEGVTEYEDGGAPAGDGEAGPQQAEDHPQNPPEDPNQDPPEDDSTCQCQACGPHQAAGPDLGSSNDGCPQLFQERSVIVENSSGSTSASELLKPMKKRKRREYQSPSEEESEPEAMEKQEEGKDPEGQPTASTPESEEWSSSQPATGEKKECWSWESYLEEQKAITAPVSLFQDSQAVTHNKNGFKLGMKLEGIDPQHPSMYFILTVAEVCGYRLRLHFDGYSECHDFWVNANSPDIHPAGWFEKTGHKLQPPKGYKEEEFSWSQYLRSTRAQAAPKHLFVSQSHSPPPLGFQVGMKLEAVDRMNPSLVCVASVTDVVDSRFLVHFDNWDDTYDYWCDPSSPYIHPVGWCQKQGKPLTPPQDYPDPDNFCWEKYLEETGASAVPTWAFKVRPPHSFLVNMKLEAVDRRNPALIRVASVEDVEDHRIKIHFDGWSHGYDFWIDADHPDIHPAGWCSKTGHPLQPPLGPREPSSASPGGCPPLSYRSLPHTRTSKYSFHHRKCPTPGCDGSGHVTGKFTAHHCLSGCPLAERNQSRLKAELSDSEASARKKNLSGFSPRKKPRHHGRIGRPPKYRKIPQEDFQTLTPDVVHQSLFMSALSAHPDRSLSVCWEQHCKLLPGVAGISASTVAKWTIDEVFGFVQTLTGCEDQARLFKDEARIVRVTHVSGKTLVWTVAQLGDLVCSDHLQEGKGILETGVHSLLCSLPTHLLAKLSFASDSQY
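AlphaScreen proximity signal between nickel-chelate acceptor and streptavidin donor beads (final 10 ug/mL) reports binding of 50 nM L3MBTL1 to 75 nM biotin-H3 K9me1 peptide; complex incubated with compounds 30 min at room temperature; cefsulodin titration as control.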
Tau fibril FP: blocks human tau fibril formation measured by polarization. K18 P301L tau heparin fibrillization, Alexa594 FP, 6 h. Potency, µM (doses to about 57.7 µM), inactives show at the highest dose activity, negative = inhibition, usual class: inhibitors. 0.39% of 280,000 active. AID 1468; also: nearly all actives have a fitted effect of over 55% in size
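Steps: dispense K18 P301L tau (15 uM plus 0.24 uM Alexa 594 tracer, final) in pH 7 sodium acetate; add compound; add heparin (20 uM final); incubate 6 hr, 37 C; add ThT (30 uM final); after 1 hr ambient, read FP.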
TR SRC2 fluor cs: alters Texas Red total fluorescence, flagging assay interference. TRb/SRC2 Texas Red total fluorescence interference. Potency, µM (doses to about 106 µM), for inactives: at the top dose fluorescence change, negative = quenching. 0.29% of 280,000 active. AID 1479; active = well fitted curve in either direction with a large enough effect; inconclusive = small, poorly fitted or top-dose-only effect
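Flags fluorescent or light-absorbing compounds by total fluorescence, S + 2P, at 555 nm excitation and 632 nm emission. Mixture: 20 nM Texas Red SRC2 peptide, 0.6 uM human TRb LBD, 1 uM T3, 5% DMSO; compound exposure 5 h at ambient temperature.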
JMJD2E inh: JMJD2E (human) inhibition. B2RXH2. AID 2147. JMJD2E catalytic domain, FDH-coupled NADH fluorescence (FDH is formaldehyde dehydrogenase). 1.6% of 230,000 active. Potency, µM (top dose mostly 57.1 µM), inactives show at the top dose activity change, negative = inhibition, actives largely listed as inhibitors; active = well fitted inhibition curve with a large enough effect, not every such curve was filed as active; inconclusive = small, poorly fitted or top-dose-only effect, or another doubt; inactive = no such curve, though single readings can be large or run the other way;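 also: 0% = wells with enzyme and -100% = buffer wells without enzyme; nearly all actives have a fitted effect of over 50% in size; many of its hits are not listed in these tables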
TRb SRC2 PPI: disrupts binding of human TR beta to SRC2; TRbeta-SRC2 peptide binding, fluorescence polarization; receptor liganded with 1 µM T3; Potency, µM (top dose mostly 106 µM), without a hit: at the top dose activity change, negative = inhibition, most hits filed as inhibitors; 0.065% of 280,000 active;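 also: plate controls were bound peptide for no effect and peptide without receptor for full effect; nearly all actives have a fitted effect of over 50% in size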
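Compounds were added to 0.6 uM TRb ligand-binding domain and 20 nM Texas Red-labeled SRC2 peptide in Tris buffer containing 1 uM T3, incubated 5 hr at ambient temperature, then read by fluorescence polarization.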
RECQ1 helicase: inhibitors of human RECQ1 DNA helicase; P46063; RECQ1 DNA unwinding, red fluorescence kinetic read; Potency, µM (titrated, usually from 57.3 µM), inactives show at the highest dose activity, negative = inhibition, usual class: inhibitors; 0.54% of 240,000 active;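 also: plate controls were vehicle for no effect and no enzyme for full effect; nearly all actives have a fitted effect of over 30% in size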
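RECQ1T1 50 nM; forked duplex (20 bp + 30-nt ss tails) 200 nM, ATP 2 mM final; pH 8.0, 2 mM MgCl2, 2.5 ug/ml poly(dI-dC); 15 min compound preincubation; discontinuous kinetic read over 2 h at RT.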
* marks the source's active call; other numbers are inactive results; i = inactive; ? = inconclusive; . = not tested or not shown; [ ] = remark or other dose. Unless noted, calls follow the shape of the dose curve; as a rule, active = well fitted curve in the direction sought with a large enough effect; inconclusive = small, poorly fitted or top-dose-only effect, or another doubt; inactive = no such curve, though single readings can be large; an effect the other way counts as inactive or inconclusive. Unless noted, % is scaled to controls: 0 for no effect and ±100 for the full control effect; potency is read from the fitted curve at half-maximal effect.

cpd	SMILES	Tau fibril ThT	GoLoco inh red	L3MBTL1 inh	Tau fibril FP
1	COc1ccc(NC(=O)COC(C)=O)cc1Cl	-5.3%	-17.8%	-17.2%	-8.5%
2	Cc1ccc(S(=O)(=O)N(NC2=NS(=O)(=O)c3ccccc32)C(=O)c2ccccc2)cc1	8.6%	3.0%	3.8%	6.7%
3	O=S1(=O)N=C(N2CCc3ccccc3C2)c2ccccc21	-10.6%	-0.7%	3.6%	-4.8%
4	Nc1c(C(=O)N/N=C/c2cccnc2)cnn1-c1ccccc1	0.6%	17.0%	-17.9%	11.5%
5	COc1cc(C(=O)OCC(C)=O)c([N+](=O)[O-])cc1OC	-2.1%	-3.2%	.	0.5%
6	COc1ccc(-c2cc(=Nc3ccc(C)cc3)c3ccccc3o2)cc1	?	0.0%	-23.0%	-6.1%
7	O=C(CNC(=O)c1ccco1)OC(C(=O)c1ccccc1)c1ccccc1 (centres undefined)	3.7%	5.2%	-2.6%	0.4%
8	CCOC(=O)c1ccccc1NC(=O)c1nn(-c2ccc(C)cc2)c(=O)n(C)c1=O	-2.4%	.	.	-5.0%
9	Cn1c(=O)oc2cc(S(=O)(=O)N3CCN(c4cccc(Cl)c4)CC3)ccc21	-3.6%	28.9%	3.2%	9.3%
10	CCCOc1ccc(Cn2c(O)cc(=O)[nH]c2=O)cc1	25.1µM*	47.0%[activator]	?	?

cpd	TR SRC2 fluor cs	JMJD2E inh	TRb SRC2 PPI	RECQ1 helicase
1	-1.1%	3.6%	4.7%	0.3%
2	-1.9%	3.2%	5.9%	-3.1%
3	-0.7%	-3.6%	9.1%	-2.4%
4	-1.1%	-1.6%	-4.4%	3.6%
5	-2.9%	-4.2%	10.2%	-15.2%
6	-2.1%	?	3.0%	-15.4%
7	-2.8%	-15.3%	-4.2%	-1.4%
8	0.8%	.	7.0%	.
9	0.5%	1.7%	-0.1%	-11.0%
10	2.3%	-9.9%	?	1.1%

Random excerpt: three records from the list
cpd	SMILES	Tau fibril ThT	GoLoco inh red	L3MBTL1 inh	Tau fibril FP
2	Cc1ccc(S(=O)(=O)N(NC2=NS(=O)(=O)c3ccccc32)C(=O)c2ccccc2)cc1	8.6%	3.0%	3.8%	6.7%
6	COc1ccc(-c2cc(=Nc3ccc(C)cc3)c3ccccc3o2)cc1	?	0.0%	-23.0%	-6.1%
3	O=S1(=O)N=C(N2CCc3ccccc3C2)c2ccccc21	-10.6%	-0.7%	3.6%	-4.8%

cpd	TR SRC2 fluor cs	JMJD2E inh	TRb SRC2 PPI	RECQ1 helicase
2	-1.9%	3.2%	5.9%	-3.1%
6	-2.1%	?	3.0%	-15.4%
3	-0.7%	-3.6%	9.1%	-2.4%

More compounds.
cpd	SMILES	Tau fibril ThT	GoLoco inh red	L3MBTL1 inh	Tau fibril FP
11	CC1OC(Nc2ccc(N=Nc3ccccc3)cc2)C(O)C(O)C1O (centres undefined)	?	-3.5%	-23.1%	?
12	CCCCC(=O)NCc1ccc(F)cc1	-1.7%	2.4%	3.5%	0.4%
13	Cc1ccc(SCCN)cc1C	-1.2%	8.0%	6.1%	-2.0%
14	O=c1nc2n(c3ccc([N+](=O)[O-])cc13)CCCCC2	-5.5%	6.2%	.	1.5%
15	Fc1ccc(/C=N/NC(=S)Nc2ccc(Cl)cc2Cl)cc1	5.3%	0.6%	.	-2.0%
16	CC(C)(C)Nc1nc(SCC(=O)Nc2ccccc2)nc(N2CCOCC2)n1	?	20.6%	-22.1%	-3.5%
17	O=C(NCC(c1cccnc1)N1CCc2ccccc21)c1ccccc1Br (centres undefined)	8.5%	.	.	0.0%
18	COc1ccc(OC)c(C2C(C(=O)Nc3ccc(F)cc3)=C(C)Nc3nc(CCCO)nn32)c1 (centres undefined)	-14.9%	-2.6%	-12.9%	-6.9%
19	COc1cc2ccc(=O)oc2cc1OCC(O)C(C)(C)O (centres undefined)	4.1%	5.0%	.	-4.2%
20	Cc1ccc(C(=O)OC2CCS(=O)(=O)c3sccc32)cc1 (centres undefined)	-5.1%	1.1%	0.6%	-2.2%

cpd	TR SRC2 fluor cs	JMJD2E inh	TRb SRC2 PPI	RECQ1 helicase
11	-4.6%	-12.7%	-6.5%	-5.8%
12	0.6%	-1.1%	4.8%	i
13	-7.1%	7.3%	-1.5%	-7.4%
14	-2.8%	-14.1%	0.1%	i
15	-2.0%	-3.0%	0.3%	24.2%
16	4.9%	1.6%	1.1%	3.2%
17	-1.8%	.	4.3%	.
18	1.3%	-4.5%	15.3%	-4.2%
19	-1.5%	?	3.8%	-6.0%
20	1.3%	5.7%	7.4%	-0.4%

Next section:
cpd	SMILES	Tau fibril ThT	GoLoco inh red	L3MBTL1 inh	Tau fibril FP
21	COc1ccc(-c2nc3c4ccccc4ccn3c2C=O)cc1	-7.8%	5.4%	8.4%	1.0%
22	NC(=O)CC(NC(=O)Cc1ccc(Cl)cc1)c1ccc(NCC2CC2)c([N+](=O)[O-])c1 (centres undefined)	?	5.4%	.	-2.9%
23	On1nnc2cc(C(F)(F)F)ccc21	11.6%	1.7%	10.4%	7.2%
24	N#Cc1nc(-c2ccc(COc3ccccc3)o2)oc1NCc1ccccc1	0.1%	.	.	?
25	Cc1cc(N2CCN(C)CC2)ccc1NC(=O)c1c2c(nc3ccccc13)CCN(Cc1ccccc1)C2	-7.3%	20.1%	.	11.6%
26	Cc1ccc(SCC(=O)NCCC2=CCCCC2)cc1	?	-2.6%	26.2%	5.8%
27	CCOC(=O)C1=C(C)NC(=S)NC1c1cccs1 (centres undefined)	0.3%	9.0%	4.8%	2.0%
28	COCCn1cnnc1SCC(=O)c1ccc(S(=O)(=O)N2CCCC2)cc1	-2.7%	15.7%	-6.7%	6.4%
29	Cc1cc(C)n2nc(CNC(=O)c3c(F)cccc3F)nc2n1	5.6%	.	.	-8.1%
30	CN(CC(=O)Nc1ccccc1Br)Cc1nc2ccccc2c(=O)[nH]1	-2.8%	7.6%	0.8%	-0.7%

cpd	TR SRC2 fluor cs	JMJD2E inh	TRb SRC2 PPI	RECQ1 helicase
21	1.3%	-7.1%	0.8%	i
22	-0.5%	-6.1%	1.3%	-1.0%
23	-3.7%	-2.5%	3.7%	-3.2%
24	4.1%	.	1.1%	.
25	-0.8%	0.0%	3.1%	i
26	1.6%	0.4%	-4.3%	i
27	0.3%	-1.2%	-2.3%	-11.5%
28	-2.1%	-16.8%	-16.8%	-11.8%
29	-1.9%	.	6.2%	.
30	-6.1%	4.9%	3.1%	0.4%

Following part.
cpd	SMILES	Tau fibril ThT	GoLoco inh red	L3MBTL1 inh	Tau fibril FP
31	Cc1ccc(C)c(NC(=O)c2ccc(OC(=O)c3ccco3)cc2)c1	-14.0%	9.8%	.	-2.4%
32	CC(OC(=O)c1cccnc1Cl)C(=O)Nc1ccc(S(N)(=O)=O)cc1 (centres undefined)	-19.1%	4.0%	.	6.3%
33	NS(=O)(=O)c1cccc(NC(=O)CSc2nc3ccccc3[nH]2)c1	-12.5%	18.1%	-3.0%	-16.6%
34	CCCCn1c(=O)[nH]c(=O)c2c(C(=O)OCC)cc(-c3cccs3)nc21	-14.7%	24.1%	4.3%	-7.9%
35	CSc1cccc(NC(=O)Nc2ccccc2)c1	-7.3%	-7.8%	.	?
36	CC1CCC(=NNc2ccc(C(F)(F)F)cc2[N+](=O)[O-])CC1 (centres undefined)	?	3.9%	-5.5%	?
37	Nc1c(-c2nc(-c3ccc(Cl)cc3)cs2)c2ccccn2c1C(=O)c1ccc2c(c1)OCO2	?	.	.	6.4%
38	C=CCn1c(C)c(C(C)=O)cc(NC(=O)c2ccccc2)c1=O	-2.4%	13.4%	0.7%	2.3%
39	COC(=O)N/N=C/c1ccc(-c2ccc(C)c(Cl)c2)o1	?	9.1%	-15.4%	0.3%
40	COc1ccc(O)c(C(=O)c2cnc3c(c2)c(-c2ccc(F)cc2)c(C#N)c(=O)n3C)c1	?	11.7%	-27.9%	17.1%

cpd	TR SRC2 fluor cs	JMJD2E inh	TRb SRC2 PPI	RECQ1 helicase
31	-2.9%	?	-1.7%	i
32	-2.1%	0.2%	-8.0%	-10.2%
33	1.2%	10.4%	-4.6%	-2.9%
34	-3.9%	?	-0.8%	-5.2%
35	-1.7%	1.8%	11.0%	-4.8%
36	0.8%	8.5%	0.9%	7.5%
37	-3.0%	.	0.2%	.
38	-0.1%	1.4%	-1.1%	-1.1%
39	4.4%	?	2.1%	3.9%
40	2.9%	-11.8%	0.2%	-17.6%

New compounds follow
cpd	SMILES	Tau fibril ThT	GoLoco inh red	L3MBTL1 inh	Tau fibril FP
41	C=CCn1c(O)c(N=NC(=O)CNC(=O)/C=C/c2ccc(OC)cc2)c2ccccc21	12.6µM*	4.3%	-12.8%	-14.2%
42	Cc1cc(=O)oc2cc(OCC3CC(c4ccc(Br)cc4)=NO3)ccc12 (centres undefined)	-30.4%	-1.2%	-5.6%	-4.9%
43	CCOc1ccc(NC(=O)CCC(=O)N/N=C/c2ccc3c(c2)OCO3)cc1	-10.7%	-6.5%	.	0.5%
44	COc1ccccc1C1(CCNS(=O)(=O)c2ccc(C)cc2)CCOC(C(C)C)C1 (centres undefined)	-13.2%	3.6%	7.0%	0.8%
45	CCN(CC)CCNC(=O)Cn1nc(Cc2cccnc2)c2ccccc2c1=O	-9.7%	1.2%	.	5.9%
46	O=C(c1ccccc1)c1c[nH]c(C(=O)NCCCn2ccnc2)c1	1.0%	7.0%	4.4%	-2.7%
47	Cc1ccc(N(C(C)C(=O)NCc2ccncc2)S(C)(=O)=O)cc1C (centres undefined)	-3.9%	0.2%	?	-6.9%

cpd	TR SRC2 fluor cs	JMJD2E inh	TRb SRC2 PPI	RECQ1 helicase
41	-2.3%	2.9%	-1.2%	-0.4%
42	-1.4%	?	-1.7%	-2.4%
43	-2.3%	2.2%	3.8%	-1.4%
44	1.9%	3.4%	1.9%	-11.5%
45	-1.5%	-0.4%	-0.9%	-8.6%
46	-0.8%	5.0%	-7.1%	-15.0%
47	2.6%	-2.5%	9.0%	-0.4%

This is a subset; rates above refer to the full screens.
